TTR transcr act = TTR transcription activators in neuroblastoma reporter cells, primary screen, cell-based, luminescence, SH-SY5Y, TTR promoter Gaussia luciferase. 100% = recombinant luciferase protein wells. activation, % at 16.7 µM. 92,000 tested, 1.3% active;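 active = activation above the mean of all tested compounds plus 3 SD, cut at about 9.5% in these data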;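 also: cells exposed to compounds for one day before reading; 0% = median of all test compound wells on the plate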
* marks the source's active call; other numbers are inactive results. These rows are one share of the data, so the mix of outcomes need not match the whole.

canonical_smiles	TTR transcr act
N#CC1=C(N)Oc2n[nH]c(-c3ccccn3)c2C1c1c(F)cccc1Cl (stereo not drawn)	5.5
CN(CC(=O)Nc1cccnc1)S(=O)(=O)c1ccc(Br)cc1	0.1
COCCCN1C(=O)C(CC(=O)NCCCN(C)C)CC(C(=O)N2CCOCC2)=C1C (stereo not drawn)	-0.3
C=CCN(CC=C)CCCOc1ccc(Br)cc1Cl	0.2
CCOC(=O)CN1N=C(/C=C/c2ccc(OCC)cc2)CCC1=O	-2.3
O=C(OCc1cn([C@@H]2C[C@H](c3ccc(Cl)cc3)N(C(=O)C3CCCCC3)C[C@H]2O)nn1)c1ccccc1	-0.6
Cc1nc2cc(NC(=O)NC(C)(C)C)ccc2n1C	-0.4
COc1ccc(NS(=O)(=O)c2ccc(O)c(NC(=O)c3ccc(S(=O)(=O)N4CCCCCC4)cc3)c2)cc1	3.3
Cc1cc(=O)oc2cc(NC(=O)C3CCCC3)ccc12	-1.2
COc1ccc(CNC(=O)CCCn2nc(C)c([N+](=O)[O-])c2C)cc1OC	-1.6
Cc1cc(N2CCN(c3ccccc3)CC2)nc(N)n1	-1.5
Cc1ccc(-n2c(SCC(=O)Nc3ccc4c5c(cccc35)CC4)nc(O)cc2=O)cc1	0.7
O=C(CCc1nc(-c2ccc(F)cc2)no1)NCc1ccccc1CN1CCOCC1	-1.6
CCN1CCN(c2cc(C)c3cc(NC(=S)N4CCCCC4)ccc3n2)CC1	1.5
COc1ccc(NC(=O)c2scc(S(=O)(=O)C(C)C)c2N)cc1	5.4
O=C(CN1C(=O)NC2(CCc3ccccc32)C1=O)Nc1cc(C(F)(F)F)ccc1N1CCOCC1 (stereo not drawn)	5.0
CCOC(=O)c1cccc(-c2cc(C(C)=O)c3n(c2=O)CCC3)c1	-1.8
N#Cc1ccc(OCC(=O)N[C@@H](Cc2ccccc2)c2nc3ccccc3[nH]2)cc1	2.1
CN(Cc1ccccc1)S(=O)(=O)c1nnc(NC(=O)c2ccccc2F)s1	-2.9
CCNC(=O)C(=O)NCCc1ccc(Cl)cc1	0.1
CSC1=NCCN1C(=O)c1cccc(C(F)(F)F)c1	-1.4
COc1ccccc1OCC(=O)Nc1ccccc1C(=O)NCc1ccco1	6.7
COc1ccc(C2=CN(Cc3ccccc3)CCC2=O)cc1	-0.7
COc1ccc(S(=O)(=O)N2CCC3CC2c2cc(-c4ccc5c(c4)OCO5)ccc23)cc1 (stereo not drawn)	-0.9
O=C(NCCc1c[nH]c2ccccc12)c1[nH]c(C(F)(F)F)nc1-c1ccccc1	2.6
O=C(/C=C/c1ccc(F)cc1)NC(=S)N1CCN(Cc2ccccc2)CC1	-0.7
CC(C(=O)NC1CCCC1)n1c(C2CCCC2)nc2ccccc21 (stereo not drawn)	0.3
COc1cc(OC)cc(C(=O)N[C@H](C(=O)OCC(=O)N2CCc3ccccc32)C(C)C)c1	-0.4
CCC(=O)NC1(C(F)(F)F)C(=O)Nc2c1c(=O)n(C)c(=O)n2C (stereo not drawn)	0.0
Cc1ccc(NC(=O)CCC(=O)NNC(=O)COc2cccc3ccccc23)c(C)c1	0.1
CCCN=C1N(C)C[C@@H]2[C@@H]3C(=O)N(Cc4ccccc4)C(=O)[C@@H]3[C@](CC)(C(=O)OC)N12	0.0
CCC(=O)Nc1nnc(-c2ccccn2)o1	3.9
O=C(NC(=S)Nc1ccc(CN2CCOCC2)cc1)c1ccccc1[N+](=O)[O-]	0.7
N#Cc1c(-c2ccccc2)nc(SCc2nc(N)nc(N3CCCCC3)n2)[nH]c1=O	-1.7
CCCS(=O)(=O)N1CCN(C(=O)c2cccnc2)CC1	-0.9
Fc1ccccc1OCCCn1ccnc1	0.3
CCOc1cc(CNCc2cccnc2)ccc1OCC(=O)NC(C)(C)C	-0.4
Cc1ccc(NC(=O)CCC(=O)NN=Cc2ccc(C)o2)c(C)c1	-1.0
COc1ccc(C)c(NC(=O)NCCc2cnc[nH]2)c1	0.1
CCOC(=O)C1=C(C)NC2=C(C(=O)C(C(=O)OCC)C(c3ccccc3OC)C2)C1c1ccccn1 (stereo not drawn)	-2.1
O=c1nc(N2CCCC2)nc(Nc2ccccc2)[nH]1	-1.8
O=C(NCc1ccc(F)cc1)c1cccc2c1C(=O)c1ccc(N3CCC(Cc4ccccc4)CC3)cc1S2(=O)=O	0.6
O=[N+]([O-])c1ccc(NC(=S)NCCc2ccccc2)cc1	0.3
CCC(=O)Nn1cnc2c(c1=O)C1(CCCCC1)Cc1ccccc1-2	5.3
CN(Cc1cn(C)nc1-c1ccccc1F)C1CCOC1 (stereo not drawn)	-0.5
Cc1ccc(CSc2nnc([C@@H]3CCCN3C(=O)OC(C)(C)C)o2)cc1	-0.4
COc1ccc(CCNC(=O)c2cccc(S(=O)(=O)N3CCCC3)c2)cc1OC	-2.4
CCc1cc2ccc(C)cc2nc1SCC(=O)c1ccc(NC(C)=O)cc1	-1.2
COc1ccc(C=C2SC(=S)N(CCCC(=O)Nc3ccc(C(=O)O)c(O)c3)C2=O)cc1OC	-1.4
COc1ccc(C(=O)C2CCCN(Cc3cccn3-c3cccnc3)C2)cc1OC (stereo not drawn)	0.2
CCNC(=O)c1cc2c(c(-c3cccc(-c4cccc(C(=O)N(C)C)c4)c3)n1)[C@H](CCO)N(S(=O)C(C)(C)C)C2 (stereo partly drawn)	-0.7
COc1ccc2c(c1)c(/C=N/Nc1ccc(C(=O)O)cc1)c(C)n2C	1.8
COc1ccc(/C=N/OC(=O)Nc2ccccc2)cc1[N+](=O)[O-]	-1.1
CNC(=O)/C(C#N)=C/c1cc(C)n(-c2ccc(N3CCOCC3)cc2)c1C	-2.8
CCc1ccc(N/C(N)=N/c2nc(CSc3ncccn3)cc(=O)[nH]2)cc1	-2.5
COc1cccc(NC(=O)CSc2nc3ccccc3c(=O)n2CCCC(=O)N2CCCC2)c1	0.1

Next compounds
canonical_smiles	TTR transcr act
CC1NC(C)c2c(ccc3ccccc23)O1 (stereo not drawn)	0.5
Cc1ccccc1-c1cccc([C@@H]2C[C@H]3[C@H](CON3C)CN2C)c1	-1.3
O=C(C[C@H]1C(=O)N(Cc2ccccc2)C[C@@H]1Cc1ccccc1)Nc1ccccc1	-2.6
COC(=O)c1cccnc1-n1c(=O)c2cccnc2n(Cc2cccc(OC)c2)c1=O	-2.5
CC(=O)c1ccc(NC(=O)CSCC(=O)Nc2ccc3ccccc3c2)cc1	11*
Cc1cc(NC(=O)CCN2C(=O)C3C4CCC(C4)C3C2=O)c(C)cc1Br (stereo not drawn)	-2.2
Cc1nc(N)nc(Nc2ccc(C#N)cc2)c1Br	-2.7
Cc1cccc(C(=O)OCC(=O)Nc2c(C)n(C)n(-c3ccccc3)c2=O)c1	0.1
COc1cccc(N2CC(=O)Nc3c(oc4nc(-c5ccccc5)cc(C)c34)C2=O)c1	1.0
C[C@@H]1CN([C@H](C)CO)C(=O)CCCn2nncc2CO[C@H]1CN(C)S(=O)(=O)c1cn(C)cn1	-1.4
CC1(C)Cc2cccc(OCC(=O)N3CCN(c4ccc([N+](=O)[O-])cc4)CC3)c2O1	0.4
Cc1cccc(C)c1NC(=O)Cn1c(=O)n(CCC(=O)NCc2ccco2)c(=O)c2sccc21	-0.8
CC1=CC(=O)C(C(C)C)=C/C1=N\OS(=O)(=O)c1ccc(F)cc1	-6.6
CN(C)C(=O)[C@H]1C[C@H]1[C@@H](O)[C@H](CO)NC(=O)[C@H](Cc1ccccc1)NC(=O)OC(C)(C)C	6.5
COc1ccc2c(c1)OC13CCN(C)CC1C2C(C(=O)c1ccc(F)cc1)C(=O)N3 (stereo not drawn)	0.6
Cc1noc(C)c1CSc1ncnc2ccccc12	-2.7

Single entries from the results shown:
For TTR transcr act, `Cc1noc(C)c1CSc1ncnc2ccccc12` has the entry -2.7
For TTR transcr act, `COc1cccc(N2CC(=O)Nc3c(oc4nc(-c5ccccc5)cc(C)c34)C2=O)c1` has the entry 1.0
For TTR transcr act, `CC1=CC(=O)C(C(C)C)=C/C1=N\OS(=O)(=O)c1ccc(F)cc1` has the entry -6.6

Part of the list above, field by field.
COc1cccc(N2CC(=O)Nc3c(oc4nc(-c5ccccc5)cc(C)c34)C2=O)c1
  TTR transcr act = 1.0
Cc1ccc(-n2c(SCC(=O)Nc3ccc4c5c(cccc35)CC4)nc(O)cc2=O)cc1
  TTR transcr act = 0.7

(next part)
canonical_smiles	TTR transcr act
CC1(C)CC2CC(C)(CN2C(=O)c2cc(-c3ccc(F)cc3)on2)C1 (stereo not drawn)	2.8
c1ccc(-c2nc3nonc3c3nc4ccccc4n23)cc1	1.8
Cc1cccn2c(=O)c(/C=C(\C#N)C(=O)NCc3ccco3)c(N3CCCCCC3)nc12	1.0
CN(Cc1cccc(F)c1)C(=O)C1CC(=O)N(c2ccc3c(c2)OCCO3)C1 (stereo not drawn)	-1.1
COc1cccc(-c2cc(C(=O)Nc3ccc4c(c3)OCO4)no2)c1	1.4
CN1CCN(/N=C/c2nc(-c3ccc(Cl)cc3)n3ccccc23)CC1	-1.0
COc1ccc(C(NC(=O)C2CCN(CCOc3ccc(F)cc3)CC2)c2cccs2)cc1 (stereo not drawn)	-2.0
O=C(CSC1=Nc2ccccc2C2CC=NN12)NCc1ccco1 (stereo not drawn)	-2.2
Cc1cccc(/C(N)=N/OC(=O)COc2ccc(Cl)cc2)c1	-0.6
Cc1cccc2sc(NC(=O)CSCc3ccccc3)nc12	-1.5
NC(=O)c1ccc(NC(=O)COC(=O)C2CC(=O)N(Cc3ccccc3)C2)cc1 (stereo not drawn)	2.1
CCOC(=O)c1ccc2ncc(C(=O)OCC)c(NCCN(C)C)c2c1	0.5
C[C@@H]1CN([C@@H](C)CO)C(=O)CCCn2nncc2CO[C@@H]1CN(C)C(=O)Nc1cccc(Oc2ccccn2)c1	0.0
COc1cc2nc(=S)n3[nH]c(CCn4nc(C)cc4C)nc3c2cc1OC	-2.6
CCSc1nnc(Nc2ccc(C)cc2)s1	-3.6
O=C(Cc1ccccc1)c1c[nH]c(C(=O)NCCCN2CCOCC2)c1	1.2
COc1ccccc1CNC(=O)CN1C(=O)NC(Cc2ccccc2)(c2ccccc2)C1=O (stereo not drawn)	-1.9
COc1cccc(CN(C)CCCn2cnc3c(SC)ncnc32)c1	-0.2
COc1ccc(/C=N/NC(=O)c2ccoc2C)cc1COc1c(C)cccc1C	-6.5
Cc1ccnc2nc(C(=O)OCC(=O)c3ccccc3)nn12	-0.6
O=c1cc(N2CCc3ccccc32)[nH]c(=O)n1-c1ccc(Br)cc1	-1.6
COc1cccc(CC(NC(C)=O)C(=O)NC2CCN(C(=O)c3ccc(Cl)cc3)CC2)c1OC (stereo not drawn)	0.8
O=C(NCc1ccco1)c1ccc(COc2cccc3ccccc23)cc1	-2.0
O=C(CN1CCN(C(=O)c2ccccc2)CC1)Nc1ccc(Br)cn1	-1.0
CC1CC(=O)Nc2ccccc2N1C(=O)Nc1ccc(F)cc1 (stereo not drawn)	1.2
CC(C)c1cc(C(C)C)c(S(=O)(=O)NNC(=O)c2ccncc2)c(C(C)C)c1	2.4
COc1cccc(OC)c1C(=O)OCC(=O)N1CCC(Cc2ccccc2)CC1	-2.9
Cc1cc(C)c(CN2CCN(C(=O)Cn3cc(C)c(=O)[nH]c3=O)CC2)c(C)c1	-1.1
CCCOC(=O)c1c(N)sc(C(=O)OCC)c1C	0.8
CC(C)(C)OC(=O)C1[C@H](O)C=CC[C@H]1S(=O)c1ccccc1 (stereo partly drawn)	-0.3
O=c1c2c(nc3nc(Cc4ccccc4)[nH]n13)CCC2	1.0
O=C(O)c1ccccc1NS(=O)(=O)c1ccc(NN=Cc2ccccc2F)c([N+](=O)[O-])c1	0.5
COCc1cc(C)n(CC(=O)Nc2ccc(Cl)cc2Cl)c(=O)c1C#N	3.2
O=C(NC1CCCCCC1)c1ccc2c(=O)n3c(nc2c1)CCCCC3	-4.9
Cc1ccc(NC2CC(=O)N(Cc3ccccc3)C2=O)cc1 (stereo not drawn)	0.0
COc1ccc2c3c([nH]c2c1)[C@]1(NCC3)C(=O)N(C)c2ccc(Cl)cc21	3.0
COCCCNC(=O)CCn1c(=O)c2ccccc2n(CC(=O)Nc2ccccc2C)c1=O	-0.8
C#CCn1c(S(=O)(=O)Cc2ccc(OC)cc2)nc(-c2ccccc2)c1-c1ccccc1	2.2
CCCNC(=O)[C@H]1N2C(=O)c3c(ccc(OC)c3OC)C2SC1(C)C (stereo partly drawn)	1.1
O=C(O)c1cc(N/N=C/c2ccc3c(c2)OCO3)ccc1Cl	-3.4

Sorted by the number under TTR transcr act (smallest number first): 3 from the list above.
canonical_smiles	TTR transcr act
O=C(NC1CCCCCC1)c1ccc2c(=O)n3c(nc2c1)CCCCC3	-4.9
COCCCNC(=O)CCn1c(=O)c2ccccc2n(CC(=O)Nc2ccccc2C)c1=O	-0.8
COCc1cc(C)n(CC(=O)Nc2ccc(Cl)cc2Cl)c(=O)c1C#N	3.2

Back to the main list, repeating the 2 entries before the break.
canonical_smiles	TTR transcr act
CCCNC(=O)[C@H]1N2C(=O)c3c(ccc(OC)c3OC)C2SC1(C)C (stereo partly drawn)	1.1
O=C(O)c1cc(N/N=C/c2ccc3c(c2)OCO3)ccc1Cl	-3.4
COc1ccc(-n2c(-c3ccc(Br)cc3)c[n+]3c2CCCCC3)cc1	-1.2
O=C(Nc1nccs1)C1CCN(S(=O)(=O)c2ccccc2)CC1	1.3
C#CCN1C=CC(=O)[C@@H](OC(=O)Nc2ccccc2Br)[C@H]1c1ccccc1Br	-1.0
O=C1NC(CCO)C(=O)NC1CCO (stereo not drawn)	0.1
Cc1ccc(CNC(=O)COc2ccc3c(c2)CCC3)cc1	2.8
